A-T KAP1 phos: qHTS Assay for Identifying a Potential Treatment of Ataxia-Telangiectasia. AID 485349, 2010. hit rate 0.19% among 320,000. Potency, µM (doses to about 57.5 µM), for the others: at the top dose activation, actives largely listed as activators. […] A-T fibroblasts, KAP-1 phosphorylation AlphaLISA; neocarzinostatin DNA damage 30 min before lysis; also: potency is read from the fitted curve at half-maximal effect; % of control where 0% means no effect; nearly all actives have a fitted effect of over 45% in size
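ATM-like activity read as KAP-1 phosphorylation via AlphaLISA donor/acceptor antibody pairs after lysis and 6 hr at 25C. Cells were ATM-null patient fibroblasts ([…], hTERT), dosed 60 min, then exposed to the DSB inducer NCS for 30 min.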
KCNH2 3.1 inh: qHTS for Inhibitors of KCHN2 3.1: Mutant qHTS; U2OS KCNH2 3.1, thallium flux FluxOr; stronger effect = lower value; activity change, % (tested at about 1.8 µM); hit rate 0.95% among 340,000; Potassium voltage-gated channel subfamily H member 2, brain isoform KCNH2 3.1 (human);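 active = maximum activity change below -70%; inconclusive = maximum activity change from -70% to -50%; inactive = maximum activity change above -50%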;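 also: thallium influx rate constant from kinetic fluorescence after stimulation buffer; % is scaled to controls: 0 for no effect and ±100 for the full control effect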
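FluxOr-based Tl+ influx in U2OS cells transduced with KCNH2 3.1 virus; rate constants normalized to DMSO controls.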
Mito fusion act: qHTS Assay for Small Molecule Inhibitors of Mitochondrial Division or Activators of Mitochondrial Fusion | hit rate 0.23% among 320,000 | AID 485298, 2010 | S. cerevisiae fusion-defective mutant growth rescue, CellTiterGlo 48 h | Potency, µM (top dose mostly 46.1 µM), inactives show at the highest dose growth rescue (activation), usual class: activators;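 also: potency is read from the fitted curve at half-maximal effect; % of control where 0% means no effect; nearly all actives have a fitted effect of over 45% in size; temperature-sensitive fusion mutants such as fzo1-1 at 37 °C on non-fermentable ethanol glycerol medium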
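Yeast fusion mutant, YPEG (non-fermentable carbon), compound, 48 h at 37C non-permissive; CellTiterGlo added, 10 min RT, luminescence read. Rescued growth = division inhibition.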
hERG WT inh: qHTS for Inhibitors of KCHN2 3.1: Wildtype qHTS | activity change, % at 1.84 µM | U2OS, BacMam KCNH2, thallium flux FluxOr; stronger effect = lower value | Voltage-gated inwardly rectifying potassium channel KCNH2 (Homo sapiens), Q12809 | AID 720551, 2013 | hit rate 0.37% among 340,000;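 active = maximum activity change below -70%; inconclusive = maximum activity change between -70% and -50%; inactive = maximum activity change above -50%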; also: % is scaled to controls: 0 for no effect and ±100 for the full control effect
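U2OS cells were transduced with wild-type KCNH2 virus (2.03 x 10^8 / mL) for 4 h at room temperature, then cultured overnight at 37 C. Thallium flux was read with FluxOr dye. Rate constants were normalized to DMSO controls.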
TRPV1 agonist: HTS Assay for Compounds that Act as Agonists of the Vanilloid Receptor 1. AID 540275, 2011. Transient receptor potential cation channel subfamily V member 1 (Homo sapiens), Q8NER1. hit rate 0.19% among 320,000. TRPV1-expressing cells, Fluo-8 calcium influx, agonist mode. activation, % at 8.33 µM; in the data active = activation above about 80%; inconclusive = between about 30% and that limit; also: 0% is about no effect
Target sequence (Q8NER1 whole entry, looked up): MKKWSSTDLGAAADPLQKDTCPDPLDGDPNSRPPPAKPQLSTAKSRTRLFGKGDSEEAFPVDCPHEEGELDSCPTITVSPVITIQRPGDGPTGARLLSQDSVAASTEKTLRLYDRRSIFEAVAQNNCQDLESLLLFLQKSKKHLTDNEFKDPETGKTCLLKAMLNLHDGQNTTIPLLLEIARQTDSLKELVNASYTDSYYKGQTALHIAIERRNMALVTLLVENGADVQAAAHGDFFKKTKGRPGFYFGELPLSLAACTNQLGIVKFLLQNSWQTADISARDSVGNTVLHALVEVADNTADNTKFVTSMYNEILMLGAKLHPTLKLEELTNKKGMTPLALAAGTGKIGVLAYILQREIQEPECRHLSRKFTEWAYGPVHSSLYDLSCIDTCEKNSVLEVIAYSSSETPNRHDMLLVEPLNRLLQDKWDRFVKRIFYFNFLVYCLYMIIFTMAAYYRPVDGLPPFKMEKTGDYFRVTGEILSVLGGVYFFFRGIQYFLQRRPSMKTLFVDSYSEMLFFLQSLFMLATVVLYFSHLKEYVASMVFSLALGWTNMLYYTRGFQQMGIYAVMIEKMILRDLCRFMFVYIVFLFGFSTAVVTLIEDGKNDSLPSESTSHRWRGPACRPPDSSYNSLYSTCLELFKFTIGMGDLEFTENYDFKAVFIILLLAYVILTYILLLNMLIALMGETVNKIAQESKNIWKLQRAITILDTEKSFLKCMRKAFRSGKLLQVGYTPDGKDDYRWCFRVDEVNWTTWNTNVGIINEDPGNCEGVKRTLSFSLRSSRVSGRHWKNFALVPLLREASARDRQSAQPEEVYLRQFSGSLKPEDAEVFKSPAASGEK
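Cells expressing TRPV1 were dye-loaded with Fluo-8 and read kinetically: 10 s baseline, 3 min after compound (agonist portion), then 2 min after EC20 capsaicin (allosteric enhancer portion). Calcium-bound dye fluorescence at 480/520 nm.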
ELG1 DNA repair: qHTS screen for small molecules that inhibit ELG1-dependent DNA repair in human embryonic kidney (HEK293T) cells expressing luciferase-tagged ELG1 | AID 504467, 2011 | Potency, µM (titrated, usually from 46.1 µM), inactives show at the top dose activity change, negative = inhibition, hits mostly inhibitors | HEK293T ELG1-luciferase reporter, luminescence, 16 h; DNA damage induced by 5-fluorouridine | hit rate 2.3% among 330,000; also: potency is read from the fitted curve at half-maximal effect; % is scaled to controls: 0 for no effect and ±100 for the full control effect; nearly all actives have a fitted effect of over 55% in size
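DMSO vehicle served as the neutral condition. Each well held 2,000 cells given 5-fluorouridine plus compound; after 16 hr at 37 °C/5% CO2, ONE-Glo was added and luciferase measured 30 min later.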
TCR activator: Activators of T cell receptors: qHTS campaign | Potency, µM (doses to about 9.22 µM), for inactives: at the highest dose activation of IL-2 secretion, most hits filed as activators | primary human leukocytes, anti-CD3, IL-2 HTRF, 48 h | 330,000 tested, under 10 active | AID 504894, 2011; also: % of control where 0% means no effect
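Using a-CD3 beads without co-stimulation, primary human leukocytes were exposed to compounds for 48 hr. An HTRF IL-2 kit measured the cytokine, with europium-to-d2 energy transfer producing emission at 665nm upon 320nm excitation.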
TSHR antagonist: Antagonists of the Thyroid Stimulating Hormone Receptor: HTS campaign | AID 504810, 2011 | hit rate 0.2% among 330,000 | activity change, negative = inhibition, % at 11.5 µM | Thyrotropin receptor (Homo sapiens), P16473 | TSHR-expressing cells, TSH-stimulated cAMP HTRF, 2 h; stronger effect = lower value;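 active = activity change below a set negative limit, meaning inhibition stronger than a set level, cut at about -70% in these data; inconclusive = activity change between two set negative limits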; also: % is scaled to controls: 0 for no effect and ±100 for the full control effect
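Freshly harvested TSHR cells receive pin-tooled compound, then EC80 TSH at 4nM final. After 2 hours at 37 deg C, antibody in lysis buffer and cAMP-d2 are added; 30 minutes at ambient temperature precede the HTRF read.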
USP2a inh: qHTS Assay for Inhibitors of Ubiquitin-specific Protease USP2a Using CHOP2 as the Reporter | Ubiquitin carboxyl-terminal hydrolase 2 (Homo sapiens), O75604 | USP2 core, Ub-CHOP2 coupled fluorogenic reporter, 485/531 | Potency, µM (doses to about 38.3 µM), for the others: top-dose activity change, negative = inhibition, most hits filed as inhibitors | hit rate 0.01% among 330,000 | AID 463254, 2010;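 also: potency is read from the fitted curve at half-maximal effect; plate controls were DMSO wells for no effect and full inhibition by NEM control for full effect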
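Deubiquitinase activity read as fluorescence (485/531 nm) after Ub-CHOP2 cleavage activates the enterokinase reporter on its substrate; USP2 core 10nM, Ub-CHOP2 and substrate 25nM each, 30min compound preincubation then 60min RT; data normalized to NEM, curves fitted.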
Eya2 phos inh: qHTS Assay for Inhibitors of the Phosphatase Activity of Eya2; Protein phosphatase EYA2 (Homo sapiens), O00167; recombinant Eya2, OMFP fluorescence dephosphorylation (OMFP is methylfluorescein phosphate); Potency, µM (top dose mostly 76.9 µM), without a hit: at the highest dose activity, negative = inhibition, most hits filed as inhibitors; hit rate 0.006% among 330,000; AID 488837, 2010; also: potency is read from the fitted curve at half-maximal effect; % is scaled to controls: 0 for no effect and ±100 for the full control effect
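Eya2 protein (added as 0.2 uM solution) was preincubated with compound for 10 min at ambient temperature in 50 mM HEPES pH 7.5, 50 mM NaCl, 5 uM MgCl2, 0.05% BSA, 1 mM DTT. OMFP (added at 50 uM) then reacted 10 min; fluorescence read at 485/525 nm.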
An asterisk follows results filed as active; ? = inconclusive; . = not tested or not shown; [ ] = another dose, or the depositor's remark. Unless noted, calls follow the shape of the dose curve; as a rule, active = well fitted curve in the direction sought with a large enough effect; inconclusive = small, poorly fitted or top-dose-only effect, or another doubt; inactive = no such curve, though single readings can be large; an effect the other way counts as inactive or inconclusive.

Second line of a record – A-T KAP1 phos, KCNH2 3.1 inh, Mito fusion act, hERG WT inh, TRPV1 agonist, ELG1 DNA repair, TCR activator, TSHR antagonist, USP2a inh, Eya2 phos inh
1	O=C(COc1ccc2ccccc2c1)NNC(=O)[C@@H]1CCCC[C@@H]1C(=O)O
 : -7%, 6, -2%, -8, 2, 3%, 8%, 0, 3%, 16%
2	O=c1[nH]c(=O)n(-c2ccccc2)c2c1C(C(F)(F)F)(C(F)(F)F)N=C(C1CCCCC1)N2
 : 11%, -2, -2%, -8, 1, -11%, -10%[46.1 µM], -4, 4%, -4%
3	COCCNC(=O)C1CC2Cn3c(nc4cc(Cl)c(Cl)cc43)C2N1C (stereo not drawn)
 : -5%, 8, -5%, 6, 0, 20%, 2%, 16, 6%, -4%
4	O=C(Cc1cccs1)Nc1ccccc1F
 : -11%, -4, 5%, -2, 5, ?, 0%, 23, 7%, 2%
5	O=C(c1ccc(Cl)cc1)n1c(NCc2ccccc2)n[nH]c1=S
 : 2%, -6, 2%, -1, 0, 3%, ., -3, 3%, 13%
6	O=C(Oc1ccccc1-c1nnco1)c1ccc(Cl)cc1
 : -4%, -8, -4%, 3, 2, 15%, -2%, -9, 0%, -4%
7	C[C@H](CO)N1C[C@H](C)[C@@H](CN(C)Cc2ccc3c(c2)OCO3)Oc2ccc(NC(=O)Cn3cnnn3)cc2C1=O
 : 5%, 9, ., -11, ., ?, 3%, 3, 1%, 8%
8	COc1ccc(CCNC(=O)c2cc3c(C)nccc3[nH]c2=O)cc1OC
 : -6%, 33, -5%, 2, -1, ?, 2%, 3, 2%, -12%
9	c1ccc(CSc2nnc(-c3ccco3)n2Cc2ccco2)cc1
 : ?, 11, 12%, 9, -2, 0%, 5%, 13, -7%, -5%
10	O=CN1CCN(C(=O)c2ccc(Br)o2)CC1
 : -2%, -7, 0%, -15, 1, -4%, 4%, 3, 0%, 4%

Shown with one line to a screen: part of the list above
1) O=C(COc1ccc2ccccc2c1)NNC(=O)[C@@H]1CCCC[C@@H]1C(=O)O
2) O=c1[nH]c(=O)n(-c2ccccc2)c2c1C(C(F)(F)F)(C(F)(F)F)N=C(C1CCCCC1)N2
3) COCCNC(=O)C1CC2Cn3c(nc4cc(Cl)c(Cl)cc43)C2N1C (stereo not drawn)
4) O=C(Cc1cccs1)Nc1ccccc1F
5) O=C(c1ccc(Cl)cc1)n1c(NCc2ccccc2)n[nH]c1=S
6) O=C(Oc1ccccc1-c1nnco1)c1ccc(Cl)cc1
7) C[C@H](CO)N1C[C@H](C)[C@@H](CN(C)Cc2ccc3c(c2)OCO3)Oc2ccc(NC(=O)Cn3cnnn3)cc2C1=O
8) COc1ccc(CCNC(=O)c2cc3c(C)nccc3[nH]c2=O)cc1OC
9) c1ccc(CSc2nnc(-c3ccco3)n2Cc2ccco2)cc1
10) O=CN1CCN(C(=O)c2ccc(Br)o2)CC1
Assay by compound | 1 | 2 | 3 | 4 | 5 | 6 | 7 | 8 | 9 | 10
A-T KAP1 phos | -7% | 11% | -5% | -11% | 2% | -4% | 5% | -6% | ? | -2%
KCNH2 3.1 inh | 6 | -2 | 8 | -4 | -6 | -8 | 9 | 33 | 11 | -7
Mito fusion act | -2% | -2% | -5% | 5% | 2% | -4% | . | -5% | 12% | 0%
hERG WT inh | -8 | -8 | 6 | -2 | -1 | 3 | -11 | 2 | 9 | -15
TRPV1 agonist | 2 | 1 | 0 | 5 | 0 | 2 | . | -1 | -2 | 1
ELG1 DNA repair | 3% | -11% | 20% | ? | 3% | 15% | ? | ? | 0% | -4%
TCR activator | 8% | -10%[46.1 µM] | 2% | 0% | . | -2% | 3% | 2% | 5% | 4%
TSHR antagonist | 0 | -4 | 16 | 23 | -3 | -9 | 3 | 3 | 13 | 3
USP2a inh | 3% | 4% | 6% | 7% | 3% | 0% | 1% | 2% | -7% | 0%
Eya2 phos inh | 16% | -4% | -4% | 2% | 13% | -4% | 8% | -12% | -5% | 4%

Remaining list, next part.
Second line of a record – A-T KAP1 phos, KCNH2 3.1 inh, Mito fusion act, hERG WT inh, TRPV1 agonist, ELG1 DNA repair, TCR activator, TSHR antagonist, USP2a inh, Eya2 phos inh
11	COc1ccc(S(=O)(=O)Nc2cc(C)c(O)cc2C(C)C)cc1
 : -4%, 0, -1%, -2, -4, -1%, -2%, -3, -1%, -6%
12	CCN(C(=O)CSc1n[nH]c(N)n1)C1CCCCC1
 : 6%, 22, ., 11, ., -5%, -2%, 8, 0%, 5%
13	Cc1cccc(OCC(=O)NC2CCCc3ccccc32)c1C (stereo not drawn)
 : 2%, 3, ?, ., 21, -7%, 0%[46.1 µM], -4, 0%, -4%
14	Cc1cccc(C)c1OCc1cc(C(=O)N2CC3C[C@@H]4CC2C[C@H](C3)C4)no1
 : 16%, 10, -2%, -1, ?, ?, -6%, -31, 4%, 2%
15	Cc1ccc(S(=O)(=O)N2CCOCC2)cc1NC(=O)COC(=O)CCc1c[nH]c2ccccc12
 : -13%, 1, ., 8, ., -10%, 3%[46.1 µM], -17, -3%, -11%
16	Cn1cc(/C=N\O)nc2c(=O)n(-c3ccccc3)c(=O)nc1-2
 : 3%, -11, 0%, -1, 3, 3%, 2%, 5, 4%, 14%
17	Cc1ccc2c(c1)N=C(c1ccc(F)cc1)CO2
 : ., -4, 0%, 0, 0, ?, -5%, 3, 0%, -11%
18	COc1ccccc1CN(C)C(=O)CSc1nnc(C2CC2)n1C1CC1
 : 5%, 20, 0%, 0, -5, -6%, 7%, 14, 5%, 11%
19	Cc1nonc1C(=O)N/N=C/c1cccc(O)c1
 : 6%, -4, -2%, -7, 3, 14%, -1%[46.1 µM], 12, 1%, -10%
20	Cc1ccc2nc(NC(=O)CS(=O)(=O)Cc3ccccc3)sc2c1
 : -1%, 13, -7%, -3, 85*, 19%, 4%, -21, 10%, 4%
21	CS(=O)(=O)N(CC(=O)N1CCN(Cc2ccccc2)CC1)c1cccc(Cl)c1
 : -18%, 8, 2%, 10, 4, ?, 8%, 0, -2%, -4%
22	CC(C)c1ccc(/C=C/C(=O)n2nnc3ccccc32)cc1
 : ., 0, -2%, 4, 27, ., -4%, ., ., .
23	CC(=O)c1c(C)[nH]c(C(=O)OCC(=O)NCC(C)C)c1C
 : -7%, 20, 1%, 4, 8, ?, -2%, 14, 0%, 9%
24	COC(=O)[C@]1(Cc2ccccc2)N[C@H](CN(C)S(=O)(=O)c2ccc(C(F)(F)F)cc2)[C@@H]2C(=O)N(Cc3ccccc3)C(=O)[C@@H]21
 : 18%, -40, ., -5, ., 13%, -3%, -2, -7%, -4%
25	COc1ccc(CN(CC(=O)NCc2ccc(F)cc2)C(=O)CCC(=O)Nc2nccs2)cc1
 : -4%, -15, 1%, 23, 5, 6%, -19%, 0, 0%, -13%

From PubChem

Some of the compounds tested (hit frequency here may not be typical).
